Screening results as filed in PubChem BioAssay.
RTF Ca sens act = cardiac RTF calcium sensitivity activators, primary screen, biochemical, IANBD-TnC fluorescence, EC20 calcium | Troponin I, cardiac muscle (Homo sapiens) + Troponin T, cardiac muscle (Homo sapiens) + … | IANBD-labeled TnC RTF fluorescence at EC20 calcium; 0% EC20 calcium, 100% full calcium | activation, % at 7.2 µM | 340,000 compounds, 0.24% hits;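 active = activation above the mean over all tested compounds plus 3 SD, cut at about 30% in these data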;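 also: rise in fluorescence read as greater calcium sensitivity of cardiac thin filaments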
Rtt109 HAT inh = inhibitors of C. albicans Rtt109/Vps75 HAT, primary screen, biochemical, ThioGlo CoA-SH fluorescence, plate reader; Histone acetyltransferase RTT109 (Candida albicans (strain SC5314 / ATCC MYA-2876)), …; purified Rtt109/Vps75, 4 h; inhibition, % at 34.9 µM; 330,000 compounds, 0.16% hits; AID 540336, 2011;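 active = inhibition of at least 50% in every replicate; inconclusive = best replicate reaches 50% inhibition but some replicates fall short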
Target sequence (Q5AAJ8 whole entry, looked up): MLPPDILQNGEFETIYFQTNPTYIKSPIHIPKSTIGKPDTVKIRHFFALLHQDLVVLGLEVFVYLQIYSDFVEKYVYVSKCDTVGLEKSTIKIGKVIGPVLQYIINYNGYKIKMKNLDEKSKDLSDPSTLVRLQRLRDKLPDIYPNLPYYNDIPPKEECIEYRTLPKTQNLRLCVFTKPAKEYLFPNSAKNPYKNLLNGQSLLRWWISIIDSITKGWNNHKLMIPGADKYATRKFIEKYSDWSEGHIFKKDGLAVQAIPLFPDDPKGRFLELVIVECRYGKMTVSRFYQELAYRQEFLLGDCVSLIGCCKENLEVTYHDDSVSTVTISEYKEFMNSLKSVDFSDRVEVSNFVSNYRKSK
Keap1-Nrf2 PPI = Keap1-Nrf2 protein-protein interaction inhibitors, primary screen, biochemical, fluorescence polarization, single point | Kelch-like ECH-associated protein 1 (Homo sapiens), Q14145 | inhibition, % at 9.4 µM | Keap1 Kelch-Nrf2 peptide fluorescence polarization, 1536-well | 340,000 compounds, 0.15% hits; in the data active = inhibition above about 12%; inconclusive = no clear call, values can overlap the other calls; inactive = below about 7.3%;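 also: human Keap1 Kelch domain with fluorescein labeled Nrf2 9mer peptide probe; 0% = neutral control wells and 100% = peptide positive control; higher means more block of Keap1 binding to Nrf2 peptide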
Target sequence (Q14145 whole entry, looked up, the tested form may be a part): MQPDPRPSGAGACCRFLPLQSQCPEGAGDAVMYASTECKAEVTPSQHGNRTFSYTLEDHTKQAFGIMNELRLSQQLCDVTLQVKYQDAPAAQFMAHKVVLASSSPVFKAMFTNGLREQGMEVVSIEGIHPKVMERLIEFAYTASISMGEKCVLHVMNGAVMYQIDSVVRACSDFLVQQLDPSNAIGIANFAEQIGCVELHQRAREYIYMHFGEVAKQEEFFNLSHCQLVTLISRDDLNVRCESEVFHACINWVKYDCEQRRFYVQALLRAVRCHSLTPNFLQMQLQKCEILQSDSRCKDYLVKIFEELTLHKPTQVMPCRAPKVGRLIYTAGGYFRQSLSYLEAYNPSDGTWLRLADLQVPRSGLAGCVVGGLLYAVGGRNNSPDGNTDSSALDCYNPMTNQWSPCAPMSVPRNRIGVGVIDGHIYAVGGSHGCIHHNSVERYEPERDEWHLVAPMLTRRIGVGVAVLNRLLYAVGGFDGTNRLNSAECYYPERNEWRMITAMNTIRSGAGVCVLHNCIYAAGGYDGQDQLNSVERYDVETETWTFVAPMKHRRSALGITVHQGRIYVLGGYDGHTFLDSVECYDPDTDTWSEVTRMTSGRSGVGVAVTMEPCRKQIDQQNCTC
SR-BI DiI-HDL act = activators of SR-BI mediated DiI-HDL uptake, primary screen, ldlA[mSR-BI] CHO cells, DiI fluorescence; 320,000 compounds, 0.096% hits; 3 h; 100 = double the neutral-control signal; activation, % at 12.5 µM;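 active = mean replicate activation of at least 60% and every replicate at or above 60%; inconclusive = mean or all-replicate condition met, but not both; inactive = mean below 60% and not all replicates reaching 60%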;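 also: 0% = median plate neutral-control signal and 100% = twice that signal; values of inactives mirror those of a sister screen read the other way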
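System: CHO ldlA[mSR-BI] cells / Medium: HEPES-buffered (25 mM, pH 7.4) F12 plus 0.5% BSA / Probe or stimulus: labelled HDL, 10 µg/mL / Doses: single compound concentration, delivered by pin transfer / Schedule: 3 h, 37 °C / Measured by: DiI fluorescence, bottom read / Measure: cell-associated DiI fluorescence as measure of HDL uptake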
CAL PDZ FP-1 = untagged CAL PDZ binding inhibitors, primary screen, biochemical, fluorescence polarization, HTS | inhibition, % at 24.9 µM | AID 602252, 2012 | 300,000 compounds, 0.92% hits | Golgi-associated PDZ and coiled-coil motif-containing protein (Homo sapiens), Q9HD26 | purified CAL PDZ, TMR-peptide fluorescence polarization, 1 h;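 active = mean inhibition of at least 30% with at least half of replicates also reaching 30%; inconclusive = no clear call, values can overlap the other calls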;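 also: 0% = DMSO neutral control and 100% = excess unlabeled competitor peptide PRC23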
C-LANA FP = inhibitors of KSHV C-LANA binding to DNA, primary screen, biochemical, fluorescence polarization, FAM-LBS DNA, MBP-C-LANA, single point; inhibition, % at 9 µM; 340,000 compounds, 0.078% hits;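 active = highest replicate inhibition at or above 60% at 9 µM, even if other replicates fall short; inactive = all replicates below 60% inhibition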;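 also: 0% = neutral control wells and 100% = 4 µM acridine orange control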
PKA-R2B activ = activators of PKA-R2B holoenzyme, primary screen, biochemical, fluorescence polarization, Cy5-IP20, human; AID 504700, 2011; PKA-R2B holoenzyme dissociation; R2B truncated from residue 108, S112A mutant; 0% DMSO only, 100% 113 µM cGMP; cAMP-dependent protein kinase catalytic subunit beta (Homo sapiens) + cAMP-dependent …; 340,000 compounds, 0.079% hits; activation, % at 11.4 µM;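 active = activation above a cutoff set at the mean over all compounds plus 3 SD, cut at about 18% in these data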;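 also: higher means more holoenzyme dissociation and a rise in polarization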
RTF Ca sens inh = cardiac RTF calcium sensitivity inhibitors, primary screen, biochemical, IANBD-TnC fluorescence, EC70 calcium. IANBD-labeled cardiac RTF, Ca2+ fluorescence. inhibition, % at 7.15 µM. 340,000 compounds, 0.12% hits;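 active = inhibition above the mean inhibition of all tested compounds plus 3 SD, cut at about 17% in these data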;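 also: assay run at fixed EC70 calcium of 1.6 mM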
CAL PDZ FP-2 = CAL PDZ peptide-binding inhibitors, primary screen, biochemical, fluorescence polarization, Cer-tagged CAL PDZ, HTS; purified CAL PDZ, TMR-peptide fluorescence polarization, 1 h; inhibition, % at 20 µM; 330,000 compounds, 0.02% hits; AID 504414, 2011;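 active = highest replicate inhibition of at least 40%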;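 also: plate controls were DMSO neutral control wells for no effect and unlabeled competitor peptide control wells for full effect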
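System: tagged CAL PDZ domain. Schedule: 1 h room-temperature incubation prior to read. Signal: fluorescence polarization (mP). Measure: percent inhibition from loss of millipolarization.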
DAGLB inh = DAGLB lipase inhibitors, primary screen, biochemical, fluorescence, HTS; Diacylglycerol lipase-beta (Homo sapiens), Q8NCG7; HEK293T DAGLB membrane lysate, EnzChek fluorogenic substrate; inhibition, % at 5.17 µM; 340,000 compounds, 0.059% hits; AID 504411, 2011; in the data active = inhibition above about 34%;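 also: 0% = enzyme with vehicle and 100% = wells lacking enzyme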
* = called active by the depositor; ? = inconclusive; · = no result given.

SMILES	RTF Ca sens act	Rtt109 HAT inh	Keap1-Nrf2 PPI	SR-BI DiI-HDL act	CAL PDZ FP-1	C-LANA FP	PKA-R2B activ	RTF Ca sens inh	CAL PDZ FP-2	DAGLB inh
CC1(C)CC(=O)N(c2cc(Cl)cc(Cl)c2)C(=O)C1	3	0	-5	2	2	0.6	1	-3	·	0
C=CCn1c(SCC(=O)c2cccs2)nc2sc(C)cc2c1=O	3	1	0	-17	1	-0.1	-18	4	-3.1	-8
COc1ccc(/C=C2\N=C(C)N(c3ccc(C(=O)O)cc3)C2=O)cc1OC	2	-7	-2	0	·	-0.9	-2	-3	-1.5	0
O=C(CCN1C(=O)/C(=C/C=C/c2ccccc2)SC1=S)Nc1nc2ccccc2s1	3	-4	-6	-62	3	-0.2	1	-3	0.4	10
O=C1C=C(Nc2ccc(Cl)cc2)C(=O)N1c1ccc(Cl)cc1	-5	2	-1	38	1	7.2	10	-2	-1.8	-2
CC(C)c1csc(CN2CCCC(CCC(=O)NCc3ccccc3F)C2)n1 (stereo unspecified)	1	1	2	14	-2	1.4	3	-13	-2.0	-2
CCOC(=O)C1=C(COC(=O)c2ccc(Br)o2)NC(=O)NC1C (stereo unspecified)	2	4	1	-4	5	1.4	-4	3	-0.8	1
O=C(NCC(=O)N(Cc1ccc(F)cc1)C(C(=O)NC1CCCC1)c1ccco1)c1ccco1 (stereo unspecified)	-5	-13	3	23	-1	0.1	-9	-6	-1.3	3
CC(C)n1c(SCC(=O)NCc2ccco2)nnc1C1CC1	-3	-3	-5	-10	-3	0.6	3	-5	-0.2	-3
Nc1c(NCc2ccccc2)c(=O)[nH]c(=O)n1Cc1ccccc1	0	-1	7	21	·	17	0	-14	-0.7	0
CCN(CC)C(=O)c1sc(NC(=O)c2ccco2)c(C#N)c1C	2	13	-2	3	-1	-1.3	3	-9	-1.8	3
CC(=O)Nc1ccc(-c2cc(NC(C)=O)n(-c3ccccc3)n2)cc1	5	-9	-4	26	75*	0.4	7	-7	-1.9	2
Cc1ccccc1OCc1nnc(SCc2nc3ccccc3c(=O)[nH]2)n1C	0	6	-1	-6	-4	-0.1	-8	2	-2.5	0
O=[N+]([O-])c1ccc(NCc2ccccc2N2CCC(CO)CC2)nc1	-1	-2	-7	1	-2	-0.9	6	-2	-0.4	2
CC(NC(=O)c1ccc(S(=O)(=O)N(C)C)cc1)c1ccccc1 (stereo unspecified)	-3	2	1	9	0	2.6	3	-16	1.2	-1
COC(=O)CSc1nc2ccc(NC(C)=O)cc2s1	3	-3	-9	15	-2	-3.6	-3	9	1.2	2
O=C(CN1CCN(c2ncccn2)CC1)NCc1ccc2c(c1)OCO2	2	-5	-3	7	-1	-1.6	-10	-4	-1.7	-2
Cc1c(C=O)c2ccccc2n1CC(=O)NCc1ccccc1	1	0	-9	·	6	0.2	-10	6	·	-5
CCN1C(=O)c2cccc3cccc1c23	13	-4	-4	31	-7	-1.7	-7	-8	-1.8	4
O=C(O)Cn1nnnc1SCC(=O)Nc1ccc(F)cc1F	4	-3	-7	16	-1	-0.3	7	-9	-0.4	-1
NC(=O)NC(=O)COC(=O)/C=C/c1cccs1	-1	-8	0	2	2	0.9	2	0	0.4	0
O=C(N/N=C1\CC2CC=CC12)c1ccc(COc2ccccc2)cc1 (stereo unspecified)	0	10	-2	-18	-3	0.0	-5	-7	-3.4	-6
CC(=O)c1cccc(NC(=S)NC(=O)c2ccccc2)c1	0	0	0	2	0	0.2	-3	3	-0.1	-5
CC(=O)c1cccc(NC(=O)c2ccc3c(Cl)c4c(nc3c2)CCCC4)c1	-1	1	-5	-71	-2	-1.0	11	-14	0.3	0
CC(Sc1nnc2ccccn12)C(=O)Nc1ccc(N2CCOCC2)cc1 (stereo unspecified)	-4	?	2	6	·	0.1	1	6	0.1	-2
SMILES	RTF Ca sens act	Rtt109 HAT inh	Keap1-Nrf2 PPI	SR-BI DiI-HDL act	CAL PDZ FP-1	C-LANA FP	PKA-R2B activ	RTF Ca sens inh	CAL PDZ FP-2	DAGLB inh
CCCc1cc(=O)[nH]c(SCC(=O)NC)n1	5	-2	-1	23	5	-2.1	5	2	-1.7	1
O=C(Cn1cc(C(=O)c2cccs2)c2ccccc21)NC1CCCCC1	-2	·	1	6	0	0.3	3	-2	-2.1	-2
C=CCSc1nnc2n(CCc3ccccc3)c(=O)c3c4c(sc3n12)COC(C)(C)C4	-4	15	-2	27	-4	-1.0	-7	3	-0.1	3
C=CCN1C(=O)C2(OCCCO2)c2cc(C)ccc21	-1	-7	1	2	·	1.6	-5	-18	0.9	0
CCOC(=O)c1cc(-c2csc(Nc3c(C)cc(C)cc3C)n2)on1	8	11	3	-26	-3	-0.3	-7	3	-1.4	-6
CC(NC(=O)CCN1C(=O)c2ccccc2C1=O)c1ccc2c(c1)CCCC2 (stereo unspecified)	8	0	-5	8	3	0.0	0	2	-0.1	-2
Cc1ccc(N(CC(=O)Nc2ccc(C)cc2C)S(=O)(=O)N2CCCC2)cc1	2	9	0	-14	-3	0.8	1	-2	·	-4
NC(=O)c1ccc(SCC(=O)OCC(=O)N2CCCC2=O)c([N+](=O)[O-])c1	-2	-2	-1	15	-1	-0.6	-12	2	0.5	-2
Cc1ccc2cc(C3CC(c4ccco4)=NN3C(=O)CCC(=O)O)c(Cl)nc2c1 (stereo unspecified)	4	4	-5	-2	0	3.0	-2	-5	-1.7	2
Cc1ccc(OCC(=O)Nc2ccc(N3CCN(C(=O)c4ccco4)CC3)cc2)cc1	2	-1	-5	-65	-3	3.4	-5	-10	0.4	1
COC(=O)c1cnn2c1C(=O)N(Cc1cccs1)CC2	10	0	2	16	-3	-0.5	1	-11	-0.4	1
CN1CCN(c2ccc(NC(=O)c3cccs3)cc2)CC1	1	6	-1	-10	7	0.5	-7	-6	-0.1	-3
COc1cccc(/C=N/NC(=O)C(C)Sc2ccccc2)c1 (stereo unspecified)	6	-1	-7	-8	-3	2.8	-8	-13	-1.7	0
COc1ccc2[nH]c3c(C)c4ccncc4c(C)c3c2c1	-7	-5	0	-30	2	-11	12	-2	6.0	-1
COc1cccc(N2CCN(C(=O)c3ccc4ccccc4c3)CC2)c1	-6	17	-6	-3	-3	0.1	3	-7	-3.7	-10
CC(OC(=O)c1cccc(-n2cnnn2)c1)C(=O)N(C)c1ccccc1 (stereo unspecified)	-6	25	-2	38	-6	0.4	-8	-3	-1.7	-3
Cc1ccc(Cl)cc1N1CCN(C(=O)C2CCN(c3nnc(-n4cccc4)s3)CC2)CC1	3	0	1	-66	-3	0.6	-1	-4	0.1	0
CCOC(=O)[C@H]1[C@H]2COc3cc(OC)ccc3[C@@H]2N2C(=O)c3c(C)cc(C)cc3NC(=O)[C@@]12C	5	8	4	-65	-3	6.8	-1	-10	0.3	-2
CC1Cc2nc(SCC(N)=O)n(C)c(=O)c2S1 (stereo unspecified)	6	-17	2	-23	·	0.8	5	-7	-0.1	4
CC1Cc2ccccc2N1C(=O)CN(C)S(=O)(=O)c1cccc2cccnc12 (stereo unspecified)	-2	2	-7	-13	·	-1.3	0	-7	-1.1	0

Nothing new here: an excerpt of the list.
SMILES	RTF Ca sens act	Rtt109 HAT inh	Keap1-Nrf2 PPI	SR-BI DiI-HDL act	CAL PDZ FP-1	C-LANA FP	PKA-R2B activ	RTF Ca sens inh	CAL PDZ FP-2	DAGLB inh
COC(=O)c1cnn2c1C(=O)N(Cc1cccs1)CC2	10	0	2	16	-3	-0.5	1	-11	-0.4	1
CN1CCN(c2ccc(NC(=O)c3cccs3)cc2)CC1	1	6	-1	-10	7	0.5	-7	-6	-0.1	-3
COc1cccc(/C=N/NC(=O)C(C)Sc2ccccc2)c1 (stereo unspecified)	6	-1	-7	-8	-3	2.8	-8	-13	-1.7	0
COc1ccc2[nH]c3c(C)c4ccncc4c(C)c3c2c1	-7	-5	0	-30	2	-11	12	-2	6.0	-1
COc1cccc(N2CCN(C(=O)c3ccc4ccccc4c3)CC2)c1	-6	17	-6	-3	-3	0.1	3	-7	-3.7	-10
CC(OC(=O)c1cccc(-n2cnnn2)c1)C(=O)N(C)c1ccccc1 (stereo unspecified)	-6	25	-2	38	-6	0.4	-8	-3	-1.7	-3
Cc1ccc(Cl)cc1N1CCN(C(=O)C2CCN(c3nnc(-n4cccc4)s3)CC2)CC1	3	0	1	-66	-3	0.6	-1	-4	0.1	0
CCOC(=O)[C@H]1[C@H]2COc3cc(OC)ccc3[C@@H]2N2C(=O)c3c(C)cc(C)cc3NC(=O)[C@@]12C	5	8	4	-65	-3	6.8	-1	-10	0.3	-2
CC1Cc2nc(SCC(N)=O)n(C)c(=O)c2S1 (stereo unspecified)	6	-17	2	-23	·	0.8	5	-7	-0.1	4
CC1Cc2ccccc2N1C(=O)CN(C)S(=O)(=O)c1cccc2cccnc12 (stereo unspecified)	-2	2	-7	-13	·	-1.3	0	-7	-1.1	0
